FLuc counter: inhibits or activates purified firefly luciferase, miR-21 counter-screen; P08659; purified FLuc, Km substrates, luminescence inhibition; Potency, µM (highest dose often 57.5 µM), inactives show at the highest dose activity change, negative = inhibition, usual class: inhibitors; 6.9% of 360,000 active; AID 588342;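 also: potency is read from the fitted curve at half-maximal effect; plate controls were vehicle for no effect and reference inhibitor for full effect; nearly all actives have a fitted effect of over 55% in size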
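Purified P. pyralis luciferase, 10 nM final, with Km-level 10 uM D-luciferin and 10 uM ATP in 50 mM Tris acetate pH 7.5, 10 mM Mg acetate, 0.01% Tween-20, 0.05% BSA; 6-point qHTS titration about 60 µM downward; luminescence read.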
NPC1 prom act: NPC1 promoter activation. Huh7 NPC1 promoter luciferase reporter, 24 h. Potency, µM (highest dose often 9.22 µM), inactives show at the highest dose activation, most hits filed as activators. 2.4% of 320,000 active. AID 485313;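 also: potency is read from the fitted curve at half-maximal effect; % of control where 0% means no effect; nearly all actives have a fitted effect of over 60% in size; reporter is driven by a mutant NPC1 promoter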
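Stable NPC1-promoter luciferase Huh7 line; cpd (DMSO) 24 h, 37 °C, 5% CO2; Amplite luciferase reagent 10 min RT; luminescence readout. qHTS format.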
RORg inh: blocks mouse ROR gamma transcriptional activity; P51450; Drosophila S2 Gal4-RORgamma UAS-luciferase reporter, 20 h; Potency, µM (top dose mostly 53.6 µM), for the others: top-dose activity change, negative = inhibition, actives largely listed as inhibitors; 5.4% of 310,000 active; AID 2551; also: potency is read from the fitted curve at half-maximal effect; % is scaled to controls: 0 for no effect and ±100 for the full control effect; nearly all actives have a fitted effect of over 60% in size
Target sequence (P51450 whole entry, looked up, the tested form may be a part): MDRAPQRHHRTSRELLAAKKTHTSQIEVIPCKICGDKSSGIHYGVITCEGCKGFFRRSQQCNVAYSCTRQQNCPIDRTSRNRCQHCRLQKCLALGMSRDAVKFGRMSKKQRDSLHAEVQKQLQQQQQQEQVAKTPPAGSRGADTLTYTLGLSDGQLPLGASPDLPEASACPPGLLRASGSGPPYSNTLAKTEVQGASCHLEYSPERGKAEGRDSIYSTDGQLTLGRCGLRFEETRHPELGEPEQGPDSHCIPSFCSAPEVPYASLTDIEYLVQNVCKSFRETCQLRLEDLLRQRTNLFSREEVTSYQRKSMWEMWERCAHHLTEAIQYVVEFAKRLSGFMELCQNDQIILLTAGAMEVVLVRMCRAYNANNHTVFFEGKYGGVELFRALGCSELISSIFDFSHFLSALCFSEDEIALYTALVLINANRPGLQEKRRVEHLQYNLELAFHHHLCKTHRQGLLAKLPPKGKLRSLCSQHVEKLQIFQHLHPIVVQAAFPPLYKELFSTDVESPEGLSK
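Luminescence from a UAS-regulated Photinus luciferase reporter in stably transfected Drosophila Schneider cells is measured; decreased signal marks ROR gamma inhibition. Fusion expression is induced by 700 uM copper sulfate for 20 hr.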
FBPA coupling cs: coupling enzyme interference in Giardia aldolase counter-screen | coupling enzyme system counterscreen, AmpLite Red fluorescence | 0.67% of 290,000 active | activity change, negative = inhibition, % at 58.2 µM, hits read low; in the data active = activity change below about -30%; also: % is scaled to controls: 0 for no effect and ±100 for the full control effect
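Counterscreen of the coupled detection system alone, without aldolase: glyceraldehyde-3-phosphate coupling enzymes plus AmpLite Red readout. Compounds at 57.5 uM final, 10 min RT preincubation, 20 min RT reaction, fluorescence 525/598 nm.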
KCNH2 3.1 inh: inhibitors of human KCNH2 3.1 potassium channel isoform. activity change, % (tested at about 1.8 µM). 0.95% of 340,000 active. U2OS KCNH2 3.1, thallium flux FluxOr; hits give low values. AID 720553;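 active = maximum activity change below -70%; inconclusive = maximum activity change from -70% to -50%; inactive = maximum activity change above -50%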;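 also: thallium influx rate constant from kinetic fluorescence after stimulation buffer; % is scaled to controls: 0 for no effect and ±100 for the full control effect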
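Measured as rate of thallium-driven FluxOr signal in transduced U2OS cells carrying the 3.1 channel, read kinetically for 2 min upon stimulation; values are rate constants scaled to DMSO control wells.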
Giardia kill: Giardia lamblia killing; Giardia lamblia trophozoite viability; activity change, % at 7.66 µM, hits read low; 0.15% of 340,000 active; AID 540267; in the data active = activity change below about -80%; inconclusive = between about -30% and that limit;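 also: parasites exposed to compound for two days anaerobically before the ATP read; % is scaled to controls: 0 for no effect and ±100 for the full control effect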
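Viability, read as ATP luminescence: trophozoites at 100 cells/well, compound added, 48 hrs anaerobic at 37 deg C, then 15-30 min room-temperature development before reading.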
uPA generation: inhibitors of cell surface uPA generation. cell surface uPA generation assay, qHTS. Potency, µM (doses to about 38.3 µM), for inactives: at the top dose activity change, negative = inhibition, hits mostly inhibitors. 0.31% of 330,000 active. AID 540303; active = well fitted inhibition curve with a large enough effect; inconclusive = small, poorly fitted or top-dose-only effect; inactive = no such curve, though single readings can be large or run the other way; tested in mouse RAW 264.7 cells; also: potency is read from the fitted curve at half-maximal effect; % is scaled to controls: 0 for no effect and ±100 for the full control effect; nearly all actives have a fitted effect of over 55% in size
Tb PFK inh: T. brucei PFK enzyme inhibition | 0.17% of 330,000 active | T. brucei PFK, ADP-Glo luminescence | Potency, µM (top dose mostly 57.5 µM), for the others: at the highest dose activity, negative = inhibition, actives largely listed as inhibitors | O15648;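 also: potency is read from the fitted curve at half-maximal effect; 0% = uninhibited 1x PFK enzyme wells and -100% = no-enzyme wells; nearly all actives have a fitted effect of over 60% in size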
Target sequence (O15648 whole entry, looked up): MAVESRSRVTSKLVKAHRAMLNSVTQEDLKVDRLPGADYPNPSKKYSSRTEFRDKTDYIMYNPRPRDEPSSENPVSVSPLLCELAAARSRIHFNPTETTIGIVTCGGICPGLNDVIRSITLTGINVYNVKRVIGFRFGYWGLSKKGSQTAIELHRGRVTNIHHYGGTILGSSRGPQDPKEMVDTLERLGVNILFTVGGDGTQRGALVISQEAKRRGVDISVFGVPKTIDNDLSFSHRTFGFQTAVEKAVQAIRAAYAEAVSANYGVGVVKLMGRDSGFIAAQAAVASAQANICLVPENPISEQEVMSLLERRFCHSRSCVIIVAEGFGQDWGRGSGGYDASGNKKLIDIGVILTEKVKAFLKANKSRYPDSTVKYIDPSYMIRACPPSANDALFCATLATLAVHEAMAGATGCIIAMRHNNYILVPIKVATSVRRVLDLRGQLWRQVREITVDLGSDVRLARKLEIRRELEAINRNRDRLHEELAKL
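ADP-Glo luminescence quantified ADP after 45 min at room temperature, with 1.25 nM T. brucei PFK, 0.1 mM ATP and 0.5 mM fructose-6-phosphate in pH 8.0 TEA buffer. qHTS titrations up to 57 µM; curves classified by quality.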
Rab9 prom act: activates the Rab9 promoter. Huh7 Rab9 promoter-luciferase reporter, luminescence, 24 h. Potency, µM (highest dose often 9.22 µM), for the others: top-dose activation, negative = inhibition, hits mostly activators. 2.8% of 320,000 active; also: potency is read from the fitted curve at half-maximal effect; % of control where 0% means no effect; nearly all actives have a fitted effect of over 60% in size
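Luciferase signal after 10 min detection reagent at ambient indicates Rab9 promoter upregulation; stably transfected Huh7 cells were treated 24 h with compound in DMSO at 37 °C, 5% CO2.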
Gal4-VP16 FLuc: inhibits Gal4-VP16 luciferase reporter, ROR gamma counter-screen; 3.5% of 310,000 active; Potency, µM (titrated, usually from 53.6 µM), without a hit: at the highest dose activity, negative = inhibition, usual class: inhibitors; Drosophila S2 Gal4-VP16 UAS-luciferase, luminescence, 20 h; AID 2546;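 also: Gal4-VP16 expression switched on by copper sulfate through the metallothionein promoter; potency is read from the fitted curve at half-maximal effect; % is scaled to controls: 0 for no effect and ±100 for the full control effect; nearly all actives have a fitted effect of over 50% in size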
ELG1 genotox: genotoxicity induction in ELG1-luciferase HEK293T cells | 1.3% of 330,000 active | HEK293T ELG1-luciferase reporter, luminescence, 16 h | Potency, µM (highest dose often 46 µM), inactives show at the highest dose activity change, positive = activation, usual class: activators; also: potency is read from the fitted curve at half-maximal effect; % of control where 0% means no effect; nearly all actives have a fitted effect of over 60% in size
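Reporter readout depends on ELG1 protein level, which increases with genetic stress. After 16 hr compound exposure at 37 °C, luciferase activity was quantified using ONE-Glo.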
Active calls of the source: *; ? = inconclusive; / = not tested or not shown; & = joins results of further samples; [ ] = remark or other dose. Unless noted, calls follow the shape of the dose curve; as a rule, active = well fitted curve in the direction sought with a large enough effect; inconclusive = small, poorly fitted or top-dose-only effect, or another doubt; inactive = no such curve, though single readings can be large; an effect the other way counts as inactive or inconclusive.

structure	FLuc counter	NPC1 prom act	RORg inh	FBPA coupling cs	KCNH2 3.1 inh	Giardia kill	uPA generation	Tb PFK inh	Rab9 prom act	Gal4-VP16 FLuc	ELG1 genotox
COc1cccc(CN2CC(C(=O)N3CCN(C(C)C)CC3)CCC2=O)c1 (centres undefined)	0%	-1%	-11%	-3	6	39[activator]	8%	1%	-1%	-6%	0%
Cc1ccccc1-n1c(SCC(=O)c2cc(C)n(C)c2C)nnc1-c1cccnc1	-12%	-5%	2%	-4	14	19	-2%	4%	4%	5%	-20%
Cc1noc(C)c1S(=O)(=O)N1CCC(C(=O)Nc2ccccn2)CC1	7%	/	?	4	-10	4	-1%	/	/	2%	/
O=C(CN1CCN(c2ccccc2F)CC1)c1ccc2c(c1)OCO2	?	1%	-21%	0	0	-24	10%	-5%	-11%	18%	6%
Cc1ccc(Oc2nc(C(F)(F)F)nc3ccccc23)cc1	5%	-7%	?	3	0	-6	5%	-1%	-6%	-11%	-4%
CC1CC1C(=O)OCC(=O)NC(=O)c1ccc(C(C)(C)C)cc1 (centres undefined)	/	/	/	/	-7	9	-1%	0%	/	/	6%
CC1CN(c2cc(=O)n(-c3ccc(Cl)cc3)c(=O)[nH]2)CC(C)O1 (centres undefined)	-1%	0%	3%	9	5	-2	1%	-2%	-6%	-1%	1%
Cc1nc(-c2nc(CC(=O)NNC(=O)c3ccc(Cl)cc3)cs2)cs1	-2%	-6%	-17%	1	-3	-11	-1%	-9%	1%	4%	1%
CCOC(=O)Nc1ccc2c(CN3CCN(S(=O)(=O)c4ccccc4)CC3)cc(=O)oc2c1	6%	-6%	?	-1	-7	-6	1%	6%	0%	-5%	-4%
COc1ccc(C)cc1NC(=O)C1CC(=O)N(Cc2ccco2)C1 (centres undefined)	3%	-1%	11%	-1	9	-1	13%	2%	-9%	-9%	0%

(next part)
structure	FLuc counter	NPC1 prom act	RORg inh	FBPA coupling cs	KCNH2 3.1 inh	Giardia kill	uPA generation	Tb PFK inh	Rab9 prom act	Gal4-VP16 FLuc	ELG1 genotox
C#CCOCCOCCOCCNc1nc(N2CCOCC2)nc(N2CCN(C(=O)[C@H](Cc3cc4ccccc4[nH]3)n3cc([C@@H](N)Cc4ccc(O)cc4)nn3)CC2)n1	0%	0%	-11%	1	-9	3	16%	2%	1%	-2%	3%
CC1CCCCN1C(=O)CSc1nc(-c2ccccc2)cn1N (centres undefined)	-14%	17%	-3%	-2	?	-1	2%	-1%	15%	3%	7%
COc1ccccc1/C=C/C(=O)NC1CC2CCC1C2 (centres undefined)	?	25%	19%	1	-4	7	-11%	0%	?	22%	0%
COc1cc(C2/C(=C(\O)c3ccc4c(c3)CC(C)O4)C(=O)C(=O)N2CCN2CCOCC2)cc(OC)c1OC (centres undefined)	1%	?	-12%	/	/	-8	-5%	2%	-2%	-5%	5%
Nc1ccc(NC2C[C@@H](C(=O)O)NC2=O)cc1 (some centres undefined)	2%	-1%	10%	-4	/	-1	5%	4%	0%	1%	4%
O=[N+]([O-])c1cc([N+](=O)[O-])c(Oc2ccc(Cl)c3cccnc23)cc1NN1CCCCC1	0%	2%	6.3µM*	-1	-2	-17	-2%	2%	-2%	?	-4%
CCC(C)NC(=O)c1ccc2nc(-c3ccc(OC)c(OC)c3)c(-c3ccc(OC)c(OC)c3)nc2c1 (centres undefined)	1%	-3%	15%	0	5	23	-3%	5%	-2%	-11%	-6%
Cc1ccc(C(=O)NCC(=O)Nc2ncccc2C)s1	4%	-2%	/	/	-10	22	5%	5%	-5%	/	7%
Cc1ccc(NC(=O)COC(=O)CCCC2=NS(=O)(=O)c3ccccc3N2)cc1C	?	-7%	0%	/	-35	3	6%	3%	-10%	2%	1%
COc1ccc([N+](=O)[O-])cc1/C=N/NC(=O)Cc1ccccc1	3%	-2%	7.9µM*	-8	6	2	7%	-1%	-3%	?	-2%

Later entries
structure	FLuc counter	NPC1 prom act	RORg inh	FBPA coupling cs	KCNH2 3.1 inh	Giardia kill	uPA generation	Tb PFK inh	Rab9 prom act	Gal4-VP16 FLuc	ELG1 genotox
CC(C)NC(=O)CN1C(=O)C(=O)c2ccccc21	2%	-1%	-34%	-25	21	5	2%	5%	1%	5%	1%
CCCS(=O)(=O)N1CCN(c2ccccc2F)CC1	1%	4%	28%	5	4	8	0%	12%	7%	-30%	3%
CCN(CC)c1cccc(OCC(=O)N(C)CCC#N)c1	-1%	2%	2%	-18	8	6	-4%	1%	8%	3%	3%
Cc1ccc(-c2ccc(SCC(=O)NC3CCCC3)nn2)cc1	?	13%	12%	-1	-1	-2	3%	-2%	11%	-6%	-2%
COc1ccc(N2CCN(C(=O)COC(=O)c3cccc(S(=O)(=O)Nc4ccccc4OC)c3)CC2)cc1	4%	-4%	/	/	-1	-5	-26%	-6%	0%	/	-8%
O=C(CSc1nnc(Nc2ccccc2)s1)Nc1cccc(S(=O)(=O)N2CCCCC2)c1	12µM*	3%	24%	-4	-5	-3	-12%	2%	-5%	-8%	-1%
O=C(COC(=O)Cn1cnc2ccccc21)NCCc1ccccc1	1%	-1%	4%[10 µM]	1	12	-29	1%	2%	3%	-3%	-1%
C#CCN1C(=O)C(O)(CC(=O)/C=C/C=C/c2ccccc2)c2ccccc21 (centres undefined)	-15%	-6%	-16%	-3	33	-24	-20%	-5%	3%	26%	-11%
Cc1[nH]n(-c2nc(-c3cccc([N+](=O)[O-])c3)cs2)c(=O)c1C	4.8µM*	?	?	0	3	-8	3%	4%	?	?	16%
Cc1nc2ccc(-c3nc4ccccc4[nH]3)cc2[nH]1	4.8µM*	1.4µM*	?	-5	3	-11	-12%	-3%	0.63µM*	-12%	19%

The list continues:
structure	FLuc counter	NPC1 prom act	RORg inh	FBPA coupling cs	KCNH2 3.1 inh	Giardia kill	uPA generation	Tb PFK inh	Rab9 prom act	Gal4-VP16 FLuc	ELG1 genotox
Cc1nc2ccccc2cc1C(=O)N/N=C/c1cccs1	-8%	1%	10µM*	2	-12	7	4%	1%	0%	?	0%
COc1cc(OC)c(OC)cc1/C=N/n1c(C)nc2ccccc2c1=O	1%	2%	11%	1	-6	-16	7%	-4%	2%	1%	-2%
COc1ccc(-c2cc(-n3c(C(F)(F)F)nc4ccccc43)n(CCC#N)n2)cc1	1%	-6%	29%	-8	-2	26	0%	0%	0%	0%	-4%
CN1CCC(NC(=O)Nc2cccc(C(F)(F)F)c2)CC1	0%	0%	0%	2	-15	1	-6%	-1%	-13%	1%	-1%
Nc1nn(S(=O)(=O)c2ccccc2)cc1-c1cccc([N+](=O)[O-])c1	-5%	0%	21%	7	12	14	2%	-1%	-5%	3%	-4%
COc1ccc(C(=O)Oc2cc(N)n(S(=O)(=O)c3ccccc3)n2)cc1	-12%	0%	7%	1	11	-5	-2%	-1%	-2%	-5%	-5%
Cc1ccc(NC(=O)c2cc(C)on2)cc1	6.7µM*	1.4µM*	-4%	4	4	-9	/	0%	1.4µM*	-2%	?
O=C(Nc1ccc(O)c2c(=O)cc(-c3ccccc3Cl)oc12)c1cccc(Cl)c1	?	-2%	-1%&-5%	-1&3	-31	-2&-10	-4%	9%	0%	-7%&-14%	11%
COc1ccc(C(=O)C[n+]2cccc(C)c2)cc1	-5%	1%	-3%	0	9	0	4%	-3%	-6%	-6%	0%
COc1cccc(CCc2nnc(CCC(=O)N3CCN(Cc4ccccn4)CC3)o2)c1	2%	2%	2%	3	2	0	-3%	8%	5%	-1%	0%

(more compounds)
structure	FLuc counter	NPC1 prom act	RORg inh	FBPA coupling cs	KCNH2 3.1 inh	Giardia kill	uPA generation	Tb PFK inh	Rab9 prom act	Gal4-VP16 FLuc	ELG1 genotox
C=CCN(c1ccccc1)S(=O)(=O)c1cccc(C(=O)NNC(=O)c2ccncc2)c1	-2%	1%	/	/	-15	7	0%	0%	1%	/	0%
COc1cc(OC)cc(C(=O)N/N=C2/SCC(=O)N2Cc2ccco2)c1	-2%	-1%	10%	1	4	-19	4%	0%	2%	-6%	0%
COc1cc(-c2nnn(CC#N)n2)ccc1OCc1ccccc1	?	?	30%	-2	4	-14	-10%	4%	?	-20%	14%
CCn1c(-c2csc3ccccc23)n[nH]c1=S	3%	-6%	6.3µM*	0	1	-8	0%	7%	-3%	6.3µM*	0%

Source: PubChem BioAssay
